IEC-6 tox: cytotoxicity in IEC-6 intestinal epithelial cells, primary screen, cytotoxicity control for KLF5 inhibitor project, cell-based, luminescence | AID 1825, 2009 | IEC-6 cytotoxicity, luminescence viability | 290,000 tested, 0.78% active | inhibition, % at 5 µM; in the data active = inhibition above about 22%;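 note: 0% = plate median of test compound wells and 100% = cytotoxic reference compound wells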
HIF activator: HIF pathway transcriptional activators, primary screen, cell-based, U2OS HRE-luciferase, luminescence. U2OS HRE-luciferase reporter; normalized: DMSO 0%, desferrioxamine 100%. 300,000 tested, 0.32% active. activation, % at 7.5 µM (by protocol);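 active = mean activation of at least 10% of the iron chelator positive control signal, with at least half of replicates also reaching 10%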
SKKanGAS inh: S. pyogenes SKKanGAS growth inhibitors in kanamycin, primary screen, streptokinase expression inhibitor project, SKKanGAS strain, BacTiter-Glo luminescence. 6 h. inhibition, % at 7.5 µM. 300,000 tested, 1.3% active;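 active = mean replicate score, as percent of positive control median, at least 50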;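 note: strain carries kanamycin resistance gene driven by streptokinase promoter and grows in 40 µg/ml kanamycin; loss of luminescence reflects streptokinase promoter inhibition or plain growth inhibition; 0% = median of DMSO wells and 100% = positive control at its reference dose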
AI-2 QS mod: Vibrio harveyi AI-2 quorum sensing modulators, primary screen, JMH597 strain, luminescence/OD600 ratio; Vibrio harveyi JMH597 AI-2 luminescence/OD600 ratio, 9 h; hits give low values; strain lacks LuxN and CqsS sensors; 0 = neutral-control median; activity change, % at 7.5 µM; 300,000 tested, 0.4% active; in the data active = activity change below about -75%, passing the limit was not always enough;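 note: luminescence divided by OD600 gain over 9 h not by final OD600 alone; inactives centre near 13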
HSP90 inh: HSP90 inhibitors, primary screen, cell lysate, luminescence; Heat shock protein HSP 90 (rabbit reticulocyte lysate; luciferase refolding); Rabbit reticulocyte lysate, luciferase refolding luminescence, 3 h; inhibition, % at 5.6 µM; 290,000 tested, 0.91% active; AID 1789, 2009;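 active = inhibition above the screen-wide mean plus 3 SD, computed separately per campaign, cut at about 16% in these data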;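 note: 0% = DMSO wells and 100% = 60 µM geldanamycin wells; inhibitors lower the luminescence because luciferase stays unfolded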
KLF5 inhibitor: KLF5 expression inhibitors, primary screen, DLD-1 cells, luminescence; DLD-1 KLF5 promoter-luciferase reporter; inhibition, % at 5 µM; 290,000 tested, 0.23% active; AID 1700, 2009;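 active = inhibition above a per-plate limit of that plate's mean compound inhibition plus 3 SD, cut at about 60% in these data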;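 note: 0% = DMSO wells and 100% = LY294002 at 200 µM; higher means less KLF5 promoter-driven luciferase light; inactives centre near -14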
aSyn 5UTR inh: MLPCN primary screen, SNCA 5' untranslated region; 300,000 tested, 0.82% active; alpha-synuclein 5'UTR reporter, inhibitor activity; inhibition, % (tested at 7.5 µM); AID 1813, 2009; in the data active = inhibition above about 60%;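 note: H4 neuroglioblastoma cells stably carrying SNCA 5'UTR luciferase fusion; 0% = DMSO wells and 100% = positive control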
Platelet DG rel: inhibitors of platelet dense granule secretion, primary screen, cell-based, MLPCN, human platelets | 300,000 tested, 0.22% active | AID 1663, 2009 | human platelet-rich plasma, SFLLRN dense granule ATP release, luminescence | inhibition, %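 (compounds screened at 7.5 µM in platelet-rich plasma)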;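 active = mean replicate score, as percent of positive control, at or above 50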
HSF1 activator: HSF-1 activators, primary screen, NIH3T3-HGL cells, MG132 stress, luminescence, single point; 300,000 tested, 1.7% active; NIH3T3-HGL HSF-1 luciferase reporter, 8 h; 100% = twice DMSO control signal; activation, % at 9 µM;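 active = mean replicate activation of at least 50% with a set share of replicates each reaching 50%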;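 note: 0% = median of the neutral control wells and 100% = twice that signal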
HSF1 inh: HSF1 inhibitors in luciferase reporter cells, primary screen, cell-based, NIH3T3, luminescence; activity change, negative = inhibition, % at 7.5 µM (by protocol); NIH3T3-HGL HSE-luciferase, MG132-induced, luminescence 8 h; hits give low values; 300,000 tested, 0.77% active;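 active = more than half of replicate wells show activity change below -50%, luminescence cut by over half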;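 note: luciferase reports HSF-1 transcriptional activity via heat shock element; 0% = median of DMSO wells and -100% = zero luminescence signal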
* marks the source's active call; other numbers are inactive results; / = no result given.

SMILES	IEC-6 tox	HIF activator	SKKanGAS inh	AI-2 QS mod	HSP90 inh	KLF5 inhibitor	aSyn 5UTR inh	Platelet DG rel	HSF1 activator	HSF1 inh
CN(C(=O)CN1C(=O)S/C(=C\c2ccccc2Cl)C1=O)C1CCS(=O)(=O)C1 (configuration not stated)	0	-0.7	0	18	1	13	-8	-4	-15	-4
O=C1c2ccccc2NC(c2ccccc2F)N1NS(=O)(=O)c1ccccc1 (configuration not stated)	5	-0.2	-5	12	-1	1	-3	-18	4	10
COCCNC(=O)CSc1nc2cc3c(cc2c(=O)n1CCCC(=O)NCCc1ccc(OC)c(OC)c1)OCO3	-2	-0.5	-1	30	5	-10	-14	9	-13	2
O=C(O)CN1C(=O)/C(=C/c2ccc(N3CCCCC3)o2)SC1=S	-5	-0.8	17	2	8	8	22	-5	-3	-10
CCCCC1CC1C(=O)Nc1ncc2c(n1)CC(C)(C)CC2=O (configuration not stated)	1	-0.3	2	6	0	16	0	0	10	2
COc1cccc(Nc2nc(N)c([N+](=O)[O-])c(N3CCOCC3)n2)c1	-2	-15	12	31	1	-37	25	-14	7	-8
O=C(CN1C(=O)COc2ccccc21)NCCCN1CCOCC1	-6	-0.5	-1	9	-5	-10	10	-28	-13	-6
O=C(Nc1nccs1)C1C2/C=C\CCCCC21 (configuration not stated)	3	0.0	1	18	0	-7	-15	8	/	12
O=c1c2nnn(-c3ccc(Br)cc3)c2ncn1Cc1ccccn1	3	0.0	1	9	4	-17	-3	-1	34	-6
O=C(Nc1ccc(Cl)c(C(F)(F)F)c1)NC1CC2CCCC(C1)N2Cc1ccccc1 (configuration not stated)	10	-2.6	-6	-5	1	-31	47	8	30	15
O=C(Nc1cccnc1)c1noc2c1CCCCC2	0	0.7	6	2	40*	-31	-39	8	-56	-53*
COc1ccc(-c2cc(C)no2)cc1S(=O)(=O)NCCCN(C)Cc1ccccc1	6	1.0	-2	8	0	-16	25	1	-13	4
COc1cc(C(CC(=O)Nc2cccc(C)n2)N2Cc3ccccc3C2=O)cc(OC)c1OC (configuration not stated)	8	-31	-1	37	1	-11	-1	-4	37	8
COCCNC(=O)c1ccc(CN2CCOCC2)cc1	1	0.3	-1	14	2	-3	8	1	-1	-1
COc1ccc(N2CCN(CCNC(=O)c3ccc4nc5ccccc5c(=O)n4c3)CC2)cc1	-2	0.0	16	20	3	-25	-3	-2	-6	-3
O=C(CSc1nc(-c2ccccc2)nc2c1Cc1ccccc1O2)Nc1ccccc1	-1	-0.2	1	13	-1	-16	-6	-1	-3	6
Cc1nn(Cc2ccccc2)c(C)c1C(=O)Nc1ccc(N2CCOCC2)cc1	0	-0.6	1	-2	-1	25	1	6	3	0
O=C(COc1ccccc1)Nc1ccncc1	4	-1.2	15	19	4	-29	19	-4	-52	-36
O=C(NC1CC1)C1=C[C@@H](c2ccccc2)C[C@@H](OCc2ccc(CO)cc2)O1	/	0.3	-6	8	/	/	0	2	-14	-4
Cc1ccc(Cl)cc1N1CCN(C(=O)Cc2c(C(=O)O)[nH]c3ccc(Cl)cc23)CC1	4	-0.4	9	18	-4	24	-9	1	1	0
[O-][n+]1ccccc1SC/C=C/c1ccccc1	4	1.2	-3	-35	-2	-44	-65	4	53*	22
CCN(CC(=O)NCc1ccc(Cl)cc1)C(=O)NCc1ccc(Cl)cc1	0	0.0	-5	11	2	-9	3	6	3	10
CC(C)(C)C(=O)NC(Nc1cccc2cccnc12)C(Cl)(Cl)Cl (configuration not stated)	-9	0.2	6	2	2	-40	5	22	7	0
C(=N\n1cnnc1)/C1CCCCC1	-2	-0.2	1	14	0	17	0	10	9	1
C=CCn1c(SCC(=C)C)nc2c1c(=O)[nH]c(=O)n2C	/	-0.3	-2	11	/	/	15	13	1	-5
CCN=C1NN=C(c2c[nH]c3ccccc23)CS1	-3	1.1	-1	19	6	-29	-68	13	36	14
CC1CN(CCCOc2ccc([N+](=O)[O-])cc2)CC(C)O1 (configuration not stated)	-1	-0.1	4	20	-1	-18	8	-5	-14	-1
Cc1cc(Nc2cc(Cl)cc(Cl)c2)nc(N)n1	11	-0.6	-10	24	1	-17	-7	-2	1	-2
Cn1c(SCC(=O)NC2CC2)nnc1-c1ccccc1	2	-0.2	6	18	-3	-25	-4	-6	17	1
COc1ccccc1CNC(=O)C1CC(=O)N(C2CCCC2)C1 (configuration not stated)	4	-0.2	-1	16	2	-28	9	-14	/	/

Full records, quoted from the list:
Results for `O=C(O)CN1C(=O)/C(=C/c2ccc(N3CCCCC3)o2)SC1=S` = IEC-6 tox: -5; HIF activator: -0.8; SKKanGAS inh: 17; AI-2 QS mod: 2; HSP90 inh: 8; KLF5 inhibitor: 8; aSyn 5UTR inh: 22; Platelet DG rel: -5; HSF1 activator: -3; HSF1 inh: -10
Results for `CN(C(=O)CN1C(=O)S/C(=C\c2ccccc2Cl)C1=O)C1CCS(=O)(=O)C1` (configuration not stated) = IEC-6 tox: 0; HIF activator: -0.7; SKKanGAS inh: 0; AI-2 QS mod: 18; HSP90 inh: 1; KLF5 inhibitor: 13; aSyn 5UTR inh: -8; Platelet DG rel: -4; HSF1 activator: -15; HSF1 inh: -4

Going on with the list:
SMILES	IEC-6 tox	HIF activator	SKKanGAS inh	AI-2 QS mod	HSP90 inh	KLF5 inhibitor	aSyn 5UTR inh	Platelet DG rel	HSF1 activator	HSF1 inh
CC(=O)Nc1ccc(S(=O)(=O)NCC(=O)NC(C)c2ccc(S(N)(=O)=O)cc2)cc1 (configuration not stated)	-7	-1.7	-9	3	3	-12	-8	7	-13	-2
COc1cc(CNc2nnnn2C)ccc1OCc1ccc(F)cc1Cl	6	-0.1	-6	9	1	-39	5	0	14	4
CC(C)n1cc(C(=O)N2CCCC(N3CCN(c4cccc(Cl)c4)CC3)C2)cn1 (configuration not stated)	-4	0.5	8	14	-6	-13	-16	1	6	9
O=C(Nc1ccnn1C1CCN(C2CCCCC2)CC1)c1cccc(F)c1	2	-0.6	9	25	8	-3	-18	1	2	-1
CC(C)C(NC(=O)c1ccccc1NC(=O)c1ccccc1)C(=O)NCCCn1ccnc1 (configuration not stated)	5	-0.3	1	10	2	-7	-13	2	-7	5
Fc1ccc(N2CCN(Cc3nnc(-c4ccccc4)o3)CC2)cc1	-1	-0.1	0	30	-4	9	-22	0	0	-7
COCCn1c(SCC(=O)Nc2cc(C)nn2-c2ccccc2)nnc1-c1ccncc1	-11	0.1	-4	11	1	-18	16	-6	11	-6
Cc1onc(-c2ccccc2)c1C(=O)N/N=C/c1cccs1	-1	-0.2	-2	-5	1	-12	-23	6	36	5
NC(=O)c1cc(S(=O)(=O)N2CCOCC2)ccc1N1CCCC1	1	0.0	2	8	7	-17	10	4	1	1
CCC(C)(C)NC(=O)C1c2ccccc2Oc2ccccc21	-2	-0.1	2	9	-2	-38	2	1	-7	-5
CSc1nc(N)n(-c2cc(C(F)(F)F)ccn2)n1	-3	-0.3	-10	5	1	-2	15	-11	1	1
Cc1cccc(C(=O)Nc2sc3c(c2C#N)CCCCC3)c1	3	0.7	-12	-3	4	-164	-56	8	-5	-5
O=C(CNC(=O)c1cccs1)N/N=C/c1c(F)cccc1Cl	-6	0.4	3	-68	-1	-52	-40	-6	8	7
CCOC(=O)c1ccc(N2C(=O)CC(N3CCCC(C)C3)C2=O)cc1 (configuration not stated)	-1	/	2	47	0	-1	/	7	/	/
OC(CNCc1ccc(-c2ccccc2)cc1)c1ccccc1 (configuration not stated)	2	0.8	-6	16	1	-16	-18	-8	0	0
CS(=O)(=O)c1ccc(-n2c(=O)n(Cc3ccccc3)c(=O)c3[nH]cnc32)cc1	-6	-0.6	-2	13	8	-28	-6	3	0	-3
Nc1ccccc1C(=O)NNc1ncc(C(F)(F)F)cc1Cl	1	0.1	10	28	-2	-7	15	-7	-5	-3
CCOc1ccc(NC(=S)N2CCC(C(N)=O)CC2)cc1	3	0.0	2	21	-5	-8	6	-21	-4	-5
O=C(CNC(=O)c1cccs1)OCC(=O)c1cccs1	-2	-0.8	1	3	5	-28	12	-5	47	6
Cc1ccc(NC(=O)c2noc(C(C)C)c2[N+](=O)[O-])cc1	10	0.2	9	5	0	13	-11	-4	14	1
O=C(CN1CCN(S(=O)(=O)c2ccc(Cl)cc2)CC1)NCc1cccs1	/	0.0	-4	18	/	/	7	-9	8	4
Cn1c(=O)c2c(nc(Cl)n2CC(=O)N2CCCCC2)n(C)c1=O	3	0.1	-3	39	0	-4	-18	9	10	-4
COC(=O)c1cc(C(=O)Nc2nc3ccccc3[nH]2)cc([N+](=O)[O-])c1	-4	1.5	63*	68	1	-66	-162	0	19	16
C/C(=N\NC(=O)COc1ccccc1)c1cccs1	-5	0.9	-13	8	-6	-14	-85	22	0	2
O=C(O)CCN1C(=O)c2ccc(NC(=O)COc3ccccc3)cc2C1=O	-1	-0.4	-7	4	-1	-23	8	6	-17	1
N#CC1=C(N)Oc2nc(-c3ccccc3)[nH]c2C1c1cccnc1 (configuration not stated)	-2	-0.2	7	11	4	-3	-33	1	4	2
Oc1ccc2ccccc2c1C=Nc1ccc(N2CCOCC2)cc1	-4	0.3	0	31	15	-6	3	15	-6	-12
C=CCn1c(=O)/c(=C2/SC(C)=C(C)N2CC)s/c1=C1/C(=O)N(CC)C(=S)N1c1ccccc1	2	0.0	5	15	-1	13	0	2	-1	-1
CCOc1cc(C2C3=C(CCCC3=O)NC3=C2C(=O)CCC3)cc(Cl)c1O	/	0.0	3	21	/	/	10	/	30	27
COC(=O)c1cccc(NC(=O)Cc2coc3cc(OC)ccc23)c1	-4	0.3	-2	40	9	-9	-5	1	-30	-13
O=C(c1[nH]nc2c1CCc1ccccc1-2)N1CCN(Cc2ccc3c(c2)OCO3)CC1	2	0.5	10	18	-2	-6	12	5	17	-6
O=C(NC1CCCc2ccccc21)c1cn2ccccc2n1 (configuration not stated)	-1	0.7	5	21	-4	-19	-23	-3	-7	5
COc1cccc(-c2nnc(SCN3C(=O)c4ccccc4C3=O)n2C)c1	-4	1.2	0	15	-2	-21	-2	-9	7	1
CCC(=O)Nc1ccc2nn(-c3ccc(F)cc3)nc2c1	-3	-28	-5	18	10	-97	-10	3	64*	33
CCOC(=O)Nc1ccc2c(c1)N(C(=O)CN1CCN(C)CC1)c1ccccc1CC2	0	2.2	-2	12	3	-24	0	-2	11	-3
O=C(Cn1cc(C(F)(F)F)cc(Cl)c1=O)NCc1ccc(F)cc1	-7	2.7	-7	22	-5	-47	-81	5	12	14
COc1cc(=O)[nH]c(SC(C)C(=O)Nc2cccc3ccccc23)n1 (configuration not stated)	2	-0.5	5	25	2	-27	5	2	-14	-3
O=[N+]([O-])c1ccccc1N(CC1CO1)S(=O)(=O)c1ccccc1 (configuration not stated)	8	-0.2	8	7	3	-18	-3	0	11	6
Cc1ccccc1OCC(=O)Nc1cccc(S(=O)(=O)NC2=NCCCCC2)c1	/	-0.1	4	4	/	/	-3	41	-2	-3
Cn1ncc(C#N)c1NC(=O)C1CC(c2ccc(Cl)cc2)=NO1 (configuration not stated)	-2	-1.7	-1	-1	-1	3	9	1	-15	5

High-throughput results (PubChem BioAssay)

Rows are unselected. Share with any hit: about 6%.
